Source: PubChem
MPTP block – blocks calcium-induced mitochondrial swelling | isolated mouse mitochondria, Ca2+ swelling absorbance, 30 min | inhibition, % at 10 µM | hit rate 1.4% among 360,000 | AID 602449;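 active = inhibition of 50% or more, scaled per plate between neutral and stimulator controls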;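 note: 0% = DMSO wells given calcium and 100% = 1 mM EGTA wells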
EBI2 block – blocks human EBI2 receptor beta-arrestin signaling; P32249; EBI2 beta-arrestin recruitment, luminescence, 7a,25-OHC stimulated; inhibition, % at 5 µM; hit rate 0.81% among 360,000; in the data active = inhibition above about 38%;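 note: enzyme fragment complementation signal reports receptor beta-arrestin coupling in cells; 0% = agonist plus DMSO wells and 100% = wells without agonist; some results beyond the cut were filed as inactive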
Target sequence (P32249 whole entry, looked up, the tested form may be a part): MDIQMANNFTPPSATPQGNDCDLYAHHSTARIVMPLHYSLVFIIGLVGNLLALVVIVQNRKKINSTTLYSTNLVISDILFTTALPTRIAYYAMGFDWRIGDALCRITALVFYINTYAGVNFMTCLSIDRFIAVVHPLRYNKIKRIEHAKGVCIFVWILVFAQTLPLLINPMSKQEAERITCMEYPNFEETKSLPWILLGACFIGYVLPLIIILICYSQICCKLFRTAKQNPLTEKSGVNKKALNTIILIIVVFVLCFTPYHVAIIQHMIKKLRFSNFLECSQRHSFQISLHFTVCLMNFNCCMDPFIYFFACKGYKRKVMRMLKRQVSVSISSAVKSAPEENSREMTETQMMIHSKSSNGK
CCR6 antag – antagonists of human CCR6 receptor; CHO-K1 CCR6 PathHunter beta-arrestin, luminescence, CCL20-stimulated; inhibition, % at 20 µM; hit rate 0.49% among 340,000;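 active = compounds whose inhibition of the agonist-driven luminescence signal at 20 µM reaches about 50%, limit read from the data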;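 note: cells stimulated with CCL20 at 14 nM final; plate controls were DMSO with CCL20 for no effect and DMSO without agonist for full effect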
Gli-Sufu antag – antagonists of Gli-Sufu signaling. Sufu-KO-LIGHT fibroblasts, Gli luciferase reporter luminescence. inhibition, % at 5 µM. hit rate 0.74% among 340,000;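 active = inhibition above about 55%, limit read from the data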;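 note: 0% = DMSO-treated cells and 100% = wells with medium but no cells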
CXCR6 inh – inhibitors of human CXCR6 receptor | O00574 | CHO-K1 PathHunter CXCR6 beta-arrestin, luminescence | inhibition, % at 20 µM | hit rate 0.36% among 360,000 | AID 602244; in the data active = inhibition above about 34%, passing the limit was not always enough;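 note: antagonist mode with CXCL16 agonist at 10 nM final; 0% = 10 nM CXCL16 with DMSO and 100% = unstimulated wells without agonist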
Target sequence (O00574 whole entry, looked up): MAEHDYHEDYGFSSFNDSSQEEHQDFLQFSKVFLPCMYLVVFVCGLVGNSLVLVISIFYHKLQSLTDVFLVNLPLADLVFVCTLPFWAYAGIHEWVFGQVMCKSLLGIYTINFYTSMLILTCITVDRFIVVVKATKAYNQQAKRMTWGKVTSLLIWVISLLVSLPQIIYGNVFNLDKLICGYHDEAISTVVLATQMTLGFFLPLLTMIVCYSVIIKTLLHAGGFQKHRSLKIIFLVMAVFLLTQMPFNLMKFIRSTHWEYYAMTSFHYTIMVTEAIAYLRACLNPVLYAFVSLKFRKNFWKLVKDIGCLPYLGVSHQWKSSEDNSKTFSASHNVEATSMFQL
A3A deaminase – blocks human APOBEC3A ssDNA deamination. P31941. recombinant A3A, FAM/TAMRA ssDNA deamination fluorescence. inhibition, % at 20 µM. hit rate 0.41% among 330,000;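 active = at least 40% inhibition at 20 µM here, with at most 30% in a related deaminase screen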;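 note: plate controls were A3A with DMSO for no effect and wells lacking A3A enzyme for full effect; some results filed as inactive read as strong as hits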
Target sequence (P31941 whole entry, looked up): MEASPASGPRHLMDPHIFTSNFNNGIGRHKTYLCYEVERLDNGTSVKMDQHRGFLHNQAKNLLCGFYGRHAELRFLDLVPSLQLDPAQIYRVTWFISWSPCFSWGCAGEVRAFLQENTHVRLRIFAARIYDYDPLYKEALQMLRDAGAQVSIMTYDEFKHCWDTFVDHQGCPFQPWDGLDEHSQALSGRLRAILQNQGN
NR3A LBD binder – modulates the human NR3A ligand-binding domain; hit rate 2.5% among 340,000; Tm shift relative to glycine control, % at 25 µM; NR3A LBD differential scanning fluorimetry, Tm shift; 0% = protein alone, 100% = glycine-bound protein;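 active = melting temperature shift of at least 10% of the positive control shift, at one fixed dose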
APOBEC3G inh – inhibitors of human APOBEC3G DNA deaminase | hit rate 0.28% among 330,000 | Q9HC16 | recombinant A3G, ssDNA deamination FAM/TAMRA fluorescence | inhibition, % at 20 µM;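 active = inhibition of at least 40% at 20 µM, with no more than 30% in the related APOBEC3A deaminase screen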;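 note: plate controls were DMSO wells with A3G for no effect and wells lacking A3G enzyme for full effect; some compounds called inactive have numbers as strong as hits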
The depositor's hits bear a star; · = not tested or not shown.

SMILES	MPTP block	EBI2 block	CCR6 antag	Gli-Sufu antag	CXCR6 inh	A3A deaminase	NR3A LBD binder	APOBEC3G inh
COc1ccc(-c2[nH]ncc2[C@@H]2C[C@H]3CN(Cc4ccccc4C)C(=O)[C@]34CCCN24)cc1	0.5	5.0	12.5	27.9	-14.2	-3.1	0.5	-8.5
CCOC(=O)C1=C(CC)Nc2ccccc2N/C1=N\S(=O)(=O)c1ccc(C(=O)OCC)cc1	0.7	15.3	4.0	-13.0	12.0	-5.7	-15.3	3.0
C/C(=N\Nc1cc(N2CCOCC2)nc(C)n1)c1ccc(F)cc1	-1.1	11.2	7.2	18.8	-4.3	2.8	0.1	-0.8
CC(=O)Nc1ccc(S(=O)(=O)N(C)CCOCc2ccccc2)cc1	1.3	-3.8	4.1	41.9	-6.8	1.7	15.6*	-7.4
CCOC(=O)c1csc(-c2ccc([N+](=O)[O-])cc2)n1	1.2	-6.8	2.7	-9.8	-13.0	-3.0	-0.4	-6.9
N/C(=N\OC(=O)c1cc(-c2ccccc2)nc2ccccc12)c1ccc(Cl)cc1	4.1	-5.7	-16.5	-28.4	-11.9	-0.9	-5.1	-5.7
O=C(CCNC(=O)c1ccc([N+](=O)[O-])cc1)N/N=C/c1ccc(F)cc1	-1.3	24.5	4.4	-11.9	-5.6	0.9	-4.4	-4.3
CC1(c2ccc(Cl)cc2)NC(=O)N(CC(=O)Nc2cccnc2Cl)C1=O (centres undefined)	-0.9	-4.2	-6.3	-5.3	-0.4	3.7	1.0	-10.3
COc1ccc(NS(=O)(=O)c2ccc3ccccc3c2)c2ncccc12	-2.4	24.3	32.2	23.6	19.7	-2.0	-5.8	-6.9
COc1ccc(Oc2cc(C(F)(F)F)cnc2C(N)=O)cc1	0.9	1.8	-6.6	0.6	-1.7	0.6	0.8	-4.2
CC(Sc1nnc(Cc2ccccc2)o1)C(=O)Nc1ccccc1[N+](=O)[O-] (centres undefined)	-2.0	-10.0	-0.2	-1.7	-20.2	2.7	0.3	-1.1
COc1ccccc1CN1CCc2c([nH]c3ccccc23)C1	-0.1	1.6	8.9	18.1	1.3	-1.9	1.9	-7.9
O=C(CCn1cncn1)N1CCCC(N2CCN(c3ccc(F)cc3)CC2)C1 (centres undefined)	1.5	-3.6	0.4	0.6	-2.7	-4.8	2.2	-10.3
Fc1ccccc1C1c2[nH]c3ccccc3c2CCN1Cc1ccoc1 (centres undefined)	0.9	2.2	11.3	12.8	6.5	-1.9	-5.8	-5.8
CC(C)Oc1ccc(S(=O)(=O)N(C(C)C)C(C)C)cn1	0.2	4.2	15.3	-0.7	-5.7	-3.6	-0.3	-9.2
COC(=O)c1ccc(CNC(=O)c2ccc3oc(C(C)C)nc3c2)cc1	0.2	-6.1	2.6	-59.6	10.5	-0.3	3.2	-7.3
CCCC(=O)Nc1nc(-c2ccc(OC)cc2)cs1	-1.4	-8.8	-0.3	4.4	-2.4	-5.1	0.7	-5.5
COc1ccccc1NC(=O)COc1ccccc1	0.0	6.4	14.9	0.5	-2.5	-1.5	3.6	-1.4
COc1ccc(C[C@H]2CN3C(=NC[C@@H]3Cc3ccc(O)cc3)N2C[C@H](C)NC(=O)c2ccc(C)c(Br)c2)cc1	-0.1	10.5	2.8	18.3	-4.0	-2.9	-0.1	-10.0
COC1CCCN(Cc2nc(Cc3ccccc3F)no2)C1 (centres undefined)	-1.5	-2.7	-2.2	2.0	10.3	-4.7	1.7	2.4

Arranged by the number under CXCR6 inh (ascending): some entries from above.
SMILES	CXCR6 inh
CCOC(=O)c1csc(-c2ccc([N+](=O)[O-])cc2)n1	-13.0
CC1(c2ccc(Cl)cc2)NC(=O)N(CC(=O)Nc2cccnc2Cl)C1=O (centres undefined)	-0.4
COc1ccccc1CN1CCc2c([nH]c3ccccc23)C1	1.3
CCOC(=O)C1=C(CC)Nc2ccccc2N/C1=N\S(=O)(=O)c1ccc(C(=O)OCC)cc1	12.0

Continued:
SMILES	MPTP block	EBI2 block	CCR6 antag	Gli-Sufu antag	CXCR6 inh	A3A deaminase	NR3A LBD binder	APOBEC3G inh
CCC(=O)c1ccc(N2CCN(C(=O)c3ccccc3Br)CC2)c(F)c1	-0.5	-5.5	-15.5	-21.7	-12.1	0.5	-2.1	-13.3
Oc1c(Cl)cc(Cl)cc1CNc1nccs1	2.1	-14.4	-0.7	-0.7	-8.5	-0.8	-4.2	-3.3
CC1=NNC(=O)C1Oc1ccccc1 (centres undefined)	4.3	-4.0	3.5	8.5	7.4	-2.7	-0.2	-5.2
Cc1ccc(C2(CC(=O)N3CCCC3)CCOC(C(C)C)C2)cc1 (centres undefined)	2.3	-1.7	-5.7	4.8	-2.6	0.3	-3.1	-9.2
CCCCCCc1c(C)nc(-n2[nH]c(C)c(CCO)c2=O)[nH]c1=O	-0.4	-2.9	28.2	-2.9	17.9	-4.8	2.0	-8.9
CCN=c1scc(C)n1/N=C/c1ccc(O)c(O)c1O	6.7	9.0	17.5	-13.3	6.2	3.9	-1.3	3.1
CCOC(=O)CSc1ncnc2c1c(-c1ccccc1)cn2-c1ccc(OC)cc1	0.3	22.7	10.8	6.6	8.7	-2.1	-3.2	-8.2
O=C(CSc1nnc(-c2c[nH]c3ccccc23)n1-c1ccc(F)cc1)NCc1ccco1	-0.6	9.0	15.1	11.8	1.4	-1.5	-2.2	-2.2
CC1CCCN(c2ncnc3c2cnn3-c2ccccc2)C1 (centres undefined)	2.4	0.2	5.5	2.0	-12.4	0.0	1.8	-4.8
O=c1c2ccccc2nc2n1CCC2O (centres undefined)	-2.2	5.8	1.4	-2.7	-4.4	3.3	-0.7	18.9
Cc1cccc2cc(C3CC(c4ccco4)=NN3S(C)(=O)=O)c(Cl)nc12 (centres undefined)	0.3	11.4	8.5	5.6	1.5	-2.3	0.2	-2.2
O=C1CSC(=S)N1/N=C/c1ccc(C(F)(F)F)cc1	-1.5	20.9	-8.2	0.8	-7.7	-3.3	0.7	-8.2
CC(C)C(NS(=O)(=O)c1cccc2nsnc12)C(=O)N1CCCCC1 (centres undefined)	-1.9	-4.9	11.2	-9.8	-0.4	-3.1	3.0	-9.4
Cc1cc(CNC(=O)Cc2ccccc2)c2ccccc2n1	-0.6	-5.8	-2.5	-0.4	4.2	-1.8	-1.5	-14.7
O=C(CCl)N1c2ccccc2Sc2c1ccc1ccccc21	0.9	-0.3	-16.4	6.6	-3.6	·	-6.7	·
CCCc1sc(N)nc1-c1ccc(C)cc1	-0.5	-4.0	9.4	-3.2	6.3	-0.5	1.7	0.8
CN(Cc1nc2ccccc2c(=O)[nH]1)C(=O)c1ccc(S(=O)(=O)N2CCCC2)cc1	-3.0	-1.9	-0.5	-1.2	-2.3	-6.3	-0.2	-6.1
COCCCN1C(=O)C2C(C(=O)Nc3cccc(Cl)c3)C3C=CC2(O3)C1C(=O)NC1CCCCC1 (centres undefined)	1.2	6.3	17.1	-34.7	-0.8	-5.7	-0.5	-8.4
Cc1ccc(S(=O)(=O)Nc2ccc(F)cc2)cc1C(=O)N1CCOCC1	-1.0	3.2	-5.1	10.4	-2.3	-0.3	0.8	-4.7
COc1ccc(S(=O)(=O)NC(C)C)cc1C(=O)N1CCOCC1	1.0	-12.6	-1.7	20.7	1.3	0.0	-1.2	-4.0

With a hit mark in NR3A LBD binder (from the list above):
| SMILES | MPTP block | EBI2 block | CCR6 antag | CXCR6 inh | A3A deaminase | NR3A LBD binder | APOBEC3G inh |
| --- | --- | --- | --- | --- | --- | --- | --- |
| CC(=O)Nc1ccc(S(=O)(=O)N(C)CCOCc2ccccc2)cc1 | 1.3 | -3.8 | 4.1 | -6.8 | 1.7 | 15.6* | -7.4 |

Additional records
SMILES	MPTP block	EBI2 block	CCR6 antag	Gli-Sufu antag	CXCR6 inh	A3A deaminase	NR3A LBD binder	APOBEC3G inh
Cc1cccc(NC(=O)C2CCC(CNC(=O)[C@@H]3Cc4ccccc4CN3)CC2)c1 (some centres undefined)	0.0	13.1	6.9	-19.6	1.3	-0.9	-2.0	16.3
CCOC(=O)N1CCN(C(=O)Nc2ccc3nc(-c4ccccn4)c(-c4ccccn4)nc3c2)CC1	-1.1	-8.5	-23.5	-1.6	-9.8	-1.3	0.7	-3.0
COc1cccc(CNc2ccc3c(c2)CCC3)c1	-1.5	6.1	-0.9	1.6	-4.3	-6.8	-1.3	-0.3
COc1ccc(NC(=O)COC(=O)C2CCN(S(=O)(=O)c3cccs3)CC2)cc1OC	-1.4	-8.5	1.9	4.5	2.3	0.4	0.9	-5.0
CN(c1ccc(O)cc1)c1nc(-c2ccccc2)cs1	5.5	16.8	0.3	-45.0	-2.9	·	-6.5	·
Oc1ccc(Br)cc1/C=N/N1CCN(Cc2cccc3ccccc23)CC1	3.2	-12.9	21.6	5.1	-3.7	-6.9	0.5	-7.1
Cc1ccc(Cl)c(OCC(=O)NN2CCN(C)CC2)c1	0.5	4.8	12.4	1.5	-2.7	-0.8	-1.2	-6.2
CC(C)c1ccc(NC(=O)CN2C(=O)NC3(CCCCCCC3)C2=O)cc1	0.9	4.9	12.3	4.0	6.9	-0.4	-1.1	-3.6
CCOC(=O)N1CCN(C(=O)C2CCN(S(=O)(=O)c3ccc(Cl)cc3)CC2)CC1	-0.5	2.8	9.7	4.0	-9.6	-0.9	1.1	-6.9
O=C(O)CC(NC(=O)C(F)(F)F)c1ccc2c(c1)OCO2 (centres undefined)	-4.4	-5.6	8.4	0.4	-5.0	-0.8	0.6	-7.2
COc1cc(/C=C2/N=C(c3ccccc3)OC2=O)c(F)cc1OCc1ccccc1	3.0	5.2	11.6	-2.2	-17.0	0.0	-2.7	-11.8
CN(C)c1ccc(-c2nn3c(-c4cccnc4)nnc3s2)cc1	·	·	1.4	-5.2	·	2.5	0.9	-1.7
O=C1CC(c2ccccc2)C(c2ccccc2)=NN1 (centres undefined)	-1.5	4.5	8.5	-0.6	2.8	·	-0.2	·
O=C(c1ccccc1)c1cc(Cl)ccc1N1C(=O)C=CC1=O	-2.1	-6.6	106.2*	-24.1	61.3*	·	1.2	·
CCOc1ccc2c(c1)nc(SCC(=O)c1cccs1)n2C	-0.1	-2.7	11.6	17.3	9.0	2.3	1.4	-5.9
O=c1oc2ccccc2c(Nc2ccccc2)c1CN1CCCCC1	1.0	-5.7	-1.0	-0.6	-4.9	-5.7	-2.4	-6.7
CCC1CCC/C1=N\NC(=O)c1ccccc1Cl (centres undefined)	1.9	-11.3	-6.3	5.4	-2.4	-3.9	0.9	-8.3
CNC(=O)/C(C#N)=C/c1c(N(Cc2ccccc2)Cc2ccccc2)nc2c(C)cccn2c1=O	1.3	21.9	26.1	11.9	13.6	·	-4.2	·
O=C1Nc2ccc(Cl)cc2C12Nc1ccccc1-c1nnc(SCc3ccccc3F)nc1O2 (centres undefined)	11.2	15.4	24.5	7.4	8.5	·	-8.3	·
COC(=O)/C=C1\S/C(=N\N=C\CC(=O)OC)NC1=O	0.7	5.1	16.1	-17.9	4.8	5.8	1.4	0.1
COc1cc(C(=O)NCc2ccc3c(c2)OCO3)c([N+](=O)[O-])cc1OC	0.1	2.9	4.9	-0.4	4.2	-6.9	-1.2	-15.2
Cc1ccccc1NC(=O)CSc1nnc(-c2ccccc2)n1-c1ccccc1	-1.4	9.4	-13.7	-16.8	12.0	6.0	-1.0	0.3
CCO/C=C/C(=O)N(C)CCC#N	-1.2	13.0	-12.8	10.3	-7.3	-4.9	-1.8	2.6
O=C(NC1=NCCS1)c1cccc2ccccc12	-0.6	-7.4	6.3	-16.9	-5.1	1.0	0.0	-6.2
CC(NC(=O)C(=O)NN=C1CCCCCC1)c1ccccc1 (centres undefined)	9.9	-9.0	-1.7	-0.6	-2.6	-1.9	-0.9	-0.3
O=C(NN1C(=O)/C(=C/c2cccs2)SC1=S)c1ccncc1	2.0	-1.1	18.2	2.6	18.1	-2.7	0.2	-9.2
CN(C)S(=O)(=O)c1ccc(S(=O)(=O)NCc2ccc3c(c2)OCO3)cc1	-0.1	-1.1	10.3	-12.2	-6.8	-3.1	-2.2	-3.9
Cn1c(N)c(C(=O)COC(=O)/C=C/c2ccccc2F)c(=O)n(C)c1=O	-0.3	-3.9	3.2	-3.1	-1.9	-3.7	4.0	-7.2
